# Assay outcomes: PubChem BioAssay, Sanford-Burnham Center for Chemical Genomics
# H9c2 TAG inh: reduces triacylglycerol accumulation in H9c2 cells. Nile Red lipid (TAG) fluorescence; cells loaded with 200 µM oleic acid. inhibition, % at 12.5 µM. AID 651582. 0.66% of 230,000 active;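 active = pattern-corrected inhibition of lipid staining of at least 50% with the nuclear-stain viability signal not falling by more than 50%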;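 note: 0% = DMSO wells and 100% = triacsin C control wells; some results filed as inactive read as strong as hits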
# H9c2 TAG inh DAPI viability: also measured in H9c2 TAG inh; calls as there; DAPI nuclei signal change (viability), lower = more cytotoxic, %;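 whole-well DAPI fluorescence read on a plate reader as a viability signal; minus 50 percent equals half of cells still viable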
# An asterisk follows results filed as active. This is a subset, so the mix of outcomes need not match the whole.
# Start of the data: the first 3 compounds as a preview:
compound	H9c2 TAG inh	H9c2 TAG inh DAPI viability
O=C(c1ccccc1F)N1N=C(C(F)(F)F)CC1(O)c1ccccc1 (centres undefined)	-1.4	-0.5
CCc1ccc(NC(=O)C(=O)NNC(=O)COc2cccc(OC)c2)cc1	-6.2	6.8
COc1cccc(/C=N/c2oc(-c3ccccc3)cc2C#N)c1O	16.1	-4.0

# The listing, previewed entries included:
compound	H9c2 TAG inh	H9c2 TAG inh DAPI viability
O=C(c1ccccc1F)N1N=C(C(F)(F)F)CC1(O)c1ccccc1 (centres undefined)	-1.4	-0.5
CCc1ccc(NC(=O)C(=O)NNC(=O)COc2cccc(OC)c2)cc1	-6.2	6.8
COc1cccc(/C=N/c2oc(-c3ccccc3)cc2C#N)c1O	16.1	-4.0
CCN(C(=O)c1ccc(NC(=O)c2ccco2)cc1)c1ccccc1	19.9	-4.3
CCOc1ccccc1NC(=S)N1CCC(c2nc3ccccc3o2)CC1	0.4	-10.4
O=C(CSc1ccc(S(=O)(=O)N2CCCC2)cn1)Nc1ccc([N+](=O)[O-])cc1C(F)(F)F	-8.4	-4.4
Cc1ccc(C)c(S(=O)(=O)N2CCN(C(=O)CN3C(=O)C4CC=CCC4C3=O)CC2)c1 (centres undefined)	10.9	-0.1
CC(NC(=O)c1ccc(N2CCCC2)c([N+](=O)[O-])c1)c1ccc(S(N)(=O)=O)cc1 (centres undefined)	5.8	-5.4
COCc1cc(=O)[nH]c(/N=C(\N)Nc2c(F)cccc2F)n1	-2.7	5.7
Cc1ccc(CN2CC(C(=O)N3CCN(S(=O)(=O)c4c(F)cccc4F)CC3)CC2=O)cc1 (centres undefined)	3.1	-2.4
Cc1onc(C(=O)NN)c1C(=O)N1CCN(C(c2ccccc2)c2ccccc2)CC1	12.6	-10.3
O=C(/C=C/c1ccccc1Cl)N1CCN(c2ncccn2)CC1	3.1	-0.1
CC(C)(CO)NCc1cccc(OCc2ccc(Cl)cc2)c1	9.1	13.4
Cc1cc(C)n(-c2nc3ccccc3nc2N2CCOCC2)n1	5.8	-0.6
O=S(=O)(Nc1nc(-c2ccco2)c(-c2ccco2)s1)c1ccc(F)cc1F	18.7	3.2
Nc1ncn(C(=O)c2ccco2)n1	-2.2	4.5
CCC(=O)OCC(=O)Nc1ncc(C(F)(F)F)cc1Cl	2.6	4.7
COc1ccc(C(C(=O)NCCC(C)C)N(CCN2CCOCC2)C(=O)Cn2nnc3ccccc32)c(OC)c1 (centres undefined)	-0.9	3.4
CS(=O)(=O)c1ccc(Cl)c(NC(=O)CCc2ccccc2)c1	-6.9	-3.0
CC(N=c1ccccn1C(=O)Nc1cccc(C(F)(F)F)c1)c1ccco1 (centres undefined)	-17.5	13.2
Cc1nn(-c2ccccc2)c(Cl)c1C(=O)N1CCN(C)CC1	26.1	-2.8
CC1CCCC(C)N1C(=S)SCC(=O)O (centres undefined)	-8.1	4.1
CO/N=C(/CS(=O)(=O)c1ccc(C)cc1)c1ccc(OC)cc1	-7.5	1.6
CCOC(=O)N1CCN(Cc2nc3ccc([N+](=O)[O-])cc3c(=O)n2-c2cccc(OC)c2)CC1	1.2	-1.3
Cc1cccc(C)c1NC(=S)N/N=C/c1ccc(C(=O)O)cc1	-4.0	8.2

# Part of the list above, as labelled records.
> CC(N=c1ccccn1C(=O)Nc1cccc(C(F)(F)F)c1)c1ccco1 (centres undefined)
  H9c2 TAG inh: -17.5	H9c2 TAG inh DAPI viability: 13.2
> CC1CCCC(C)N1C(=S)SCC(=O)O (centres undefined)
  H9c2 TAG inh: -8.1	H9c2 TAG inh DAPI viability: 4.1

# Remaining list, next part
compound	H9c2 TAG inh	H9c2 TAG inh DAPI viability
Nc1nnc(CC(=O)N/N=C/c2ccc([N+](=O)[O-])cc2)s1	4.3	4.0
CN1CCN(S(=O)(=O)c2ccc3c(c2)NC(=O)C2CCCN32)CC1 (centres undefined)	-8.7	6.4
CC(CO)NCC12CC3CC(CC(C3)C1)C2 (centres undefined)	1.9	14.1
CC1CCC2(CC1)NC(=O)N(CC(=O)Nc1cccc(S(=O)(=O)N3CCCC3)c1)C2=O (centres undefined)	-14.3	-6.2
CCOC(=O)C1=CN(Cc2cccc(-c3cccnc3)c2)S(=O)(=O)N(C)C1C (centres undefined)	-8.7	11.8
Cc1ccc(S[C@@H](CCN2CC[C@H](NC(=O)OCc3ccccc3)CCC2=O)c2ccccc2)cc1	-14.4	-2.7
CC(C)(C)c1nnc2sc(SCCN3C(=O)c4ccccc4C3=O)nn2c1=O	11.8	-6.7
COc1ccc(C)cc1NC(=O)CSc1cccc[n+]1[O-]	-21.1	3.1
Cc1cccn2c(/C=N/OCc3cccc(F)c3)c(-c3ccc(Cl)cc3)nc12	10.2	0.6
Cc1occc1-c1nnc(SCC(=O)NCCc2ccccc2)n1C(C)c1ccccc1 (centres undefined)	6.4	-6.6
O=C(NCc1ccccc1)N(Cc1nc2ccccc2c(=O)[nH]1)C1CCCC1	35.4	-7.3
CCOC(=O)CC[C@H](NC(=O)Cn1cc(C)c(=O)[nH]c1=O)C(=O)OCC	-8.6	1.5
CC(C)CNS(=O)(=O)c1ccc(CCC(=O)NC2CCCC2)cc1	-17.5	4.4
Cc1ccc(OCc2ccc(C(=O)Nc3nccs3)o2)cc1C	13.9	9.2
O=C(NNC(=O)c1cc(C(F)(F)F)cc(C(F)(F)F)c1)c1ccc(Cl)cc1	8.3	6.1
CCOc1ccc(OCC)c(NC(=O)C2C3C=CC(O3)C2C(=O)O)c1 (centres undefined)	1.6	-2.7
Cc1csc2ncc(C(=O)N3c4ccccc4CC3C)c(=O)n12 (centres undefined)	-6.4	4.3
CC(C)CC1NC(=S)N(C2CCCCC2)C1=O (centres undefined)	-22.7	3.8
CCNC(=O)C1(C)CCN(Cc2ccc(OC(F)(F)F)cc2)C1 (centres undefined)	-19.9	4.7
Cc1c(NC(=O)CN2C(=O)NC3(CCCCC3)C2=O)c(=O)n(-c2ccccc2)n1C	-4.1	1.0
O=[N+]([O-])c1ccc2c(c1)C(O)n1ncnc1S2 (centres undefined)	-18.0	8.7
CCN(CC)C(=O)[C@H]1C[C@H](CC(=O)NC(C)(C)C)C(=O)N2CCc3c([nH]c4ccc(Cl)cc34)[C@]12C	16.0	-5.0
CC(C)Oc1ccc(C(=O)Nc2cccc3cccnc23)cc1	8.6	-6.7
O=C(C1=C[C@@H](c2ccc3c(c2)OCO3)C[C@@H](OCCCCO)O1)N1CCN(Cc2ccc3c(c2)OCO3)CC1	-1.5	-6.2
O=C1CC(c2ccco2)CC2=C1C1c3ccccc3C(=O)N1c1ccccc1N2 (centres undefined)	10.5	-5.4

# (continued)
compound	H9c2 TAG inh	H9c2 TAG inh DAPI viability
Cc1cc(C)n(C(=O)/C=C/c2cccs2)n1	11.5	-6.0
Cn1cc(CN2CCC(O)CC2)c(-c2ccc(Oc3ccccc3)cc2)n1	5.1	3.8
CCOC(=O)C1CCCN(C(=O)c2oc3ccccc3c2C)CC1 (centres undefined)	-9.5	2.7
CCN(CC)S(=O)(=O)c1cc(NC(=O)CSc2nnc(N)s2)ccc1C	7.6	0.2
O=C(NCC(c1cccnc1)N1CCOCC1)c1ccc2c(c1)OCO2 (centres undefined)	9.7	-9.3
Cc1cc(/C=N/n2c(COc3ccccc3)nc3ccccc3c2=O)c(O)c([N+](=O)[O-])c1	4.2	-4.4
CN(C)CCNC(=O)CNC(=S)N(Cc1ccccc1)Cc1ccccc1F	6.2	-1.7
NC(=O)c1ncn([C@@H]2O[C@H](CNCc3cccc4c3sc3ccccc34)[C@@H](O)[C@H]2O)n1	-2.8	-3.6
CN(C)S(=O)(=O)c1cc(C(=O)OCCn2cnc3c2c(=O)n(C)c(=O)n3C)ccc1Cl	-10.5	0.9
CCN(C(=O)COC(=O)c1ccccc1O)c1cccc2ccccc12	-9.0	1.1
CC1C=CCC2C(=O)N(c3cccc(C(=O)Nc4ccc(Br)cc4)c3)C(=O)C12 (centres undefined)	19.0	-6.6
CN(Cc1cccs1)C(=O)c1ccc(S(=O)(=O)N2CCCCC2)cc1	-10.1	6.0
CC(C)N1C(=O)CCC1C(=O)NCc1ccco1 (centres undefined)	-3.0	-2.4
CCOc1ccccc1-n1c(SCC(=O)N2CCOCC2)nnc1-c1ccccn1	-6.1	1.3
CCOC(=O)C(CC)Sc1nc2c(cnn2-c2ccccc2)c(=O)[nH]1 (centres undefined)	-10.6	5.5
Cc1ccc(OCC(=O)Nc2cc(C(C)(C)C)on2)cc1C	-2.3	-3.2
CC(=O)Nc1ccc(C=NNC(=O)c2ccc(NS(=O)(=O)c3cccs3)cc2)cc1	-6.2	7.8
CC1CCCCC12NC(=O)N(CC(=O)Nc1cccc(S(=O)(=O)N3CCCCC3)c1)C2=O (centres undefined)	-7.9	-2.3
COc1ccc2c(c1)c(CC(=O)OCC(N)=O)c(C)n2C(=O)c1ccc(Cl)cc1	-1.4	3.5
CSc1ncccc1C(=O)Nc1ccc2nc(C)sc2c1	4.5	-8.8
COCCOC(=O)C1=C(C)NC(C)=C(C(=O)OC(C)C)C1c1cccc([N+](=O)[O-])c1 (centres undefined)	-4.5	0.0
COc1ccc(/C=C2\SC(=S)N(N3C(=O)CCC3=O)C2=O)cc1O	15.0	-16.0
Cc1ccc(NC(=O)COC(=O)CC2SC(N3CCCC3)=NC2=O)cc1 (centres undefined)	6.2	-4.5
COCCSc1ccccc1C(=O)Nc1ccc(Br)cc1	2.8	-20.1
COc1ccc(CC(=O)NCc2n[nH]c(=S)n2-c2cccc(C)c2)cc1	5.7	-0.6

# (more compounds)
compound	H9c2 TAG inh	H9c2 TAG inh DAPI viability
Cc1ccc(SCC(=O)NCc2cccnc2)cc1	9.9	-13.7
CC1CCN(S(=O)(=O)c2ccc(C(=O)Nc3ccccn3)cc2)CC1	-2.9	-8.3
COc1ccc(OCC(=O)NC(=S)NNC(=O)COc2ccc(Br)cc2Cl)cc1	-7.6	-1.9
Cc1n[nH]c(C)c1S(=O)(=O)Nc1ccc2c(c1)OCCO2	17.8	-10.4
CCC(Oc1ccccc1)C(=O)Nc1ccccc1C(=O)N1CCOCC1 (centres undefined)	9.6	-0.5
C/C(=N\NS(=O)(=O)c1ccc(C)cc1)c1ccc(C)o1	6.2	-17.1
CC1(C)CC[C@]2(CO)CC[C@]3(C)C(=CCC4[C@@]5(C)CC[C@H](O)[C@@](C)(CO)C5CC[C@]43C)[C@@H]2C1 (some centres undefined)	43.0	-0.5
CCCCNC(=S)NNC(=O)CCn1cc(C)cn1	2.7	-2.8
CC(=O)Nc1ccc(NC(=O)CSc2nnc(N)n2-c2ccccc2)cc1	-7.3	1.7
O=C(CCN1C(=O)c2ccccc2C1=O)NC(=S)Nc1cccc(Cl)c1	11.2	-17.3
O=C(Cn1c(CO)nc2ccccc21)NCc1ccc2c(c1)OCO2	2.4	0.0
COc1cccc2c1OC1(C)CC2N(C(=O)c2ccco2)C(=S)N1c1ccc(F)cc1 (centres undefined)	-16.0	15.5
CCCNC(=O)C1(C)CCN1C(=O)Cc1ccc(C(C)C)cc1 (centres undefined)	-7.9	0.2
CCCCC1CCC(C(=O)OCC(=O)N(CCOC)c2c(N)n(Cc3ccccc3)c(=O)[nH]c2=O)CC1 (centres undefined)	2.1	5.3
Cc1cccc(/C=N/NC(=O)C2CCCNC2=O)c1 (centres undefined)	-0.7	3.3
CCN(Cc1ccccc1)C(=O)c1cccc(S(=O)(=O)N2CCN(c3ccc(F)cc3)CC2)c1	-21.5	6.7
Cc1c(N2C(=O)/C(=C\c3ccccc3O)SC2=S)c(=O)n(-c2ccccc2)n1C	12.5	-11.0
COc1cccc(N2CCN(C(=O)/C=C/c3ccco3)CC2)c1	10.9	-13.1
O=C(CSc1ccccc1)Nc1nnc(-c2ccco2)o1	11.5	-5.0
CCOc1ccccc1NC(=O)CSc1nc(=O)n(CCCN2CCOCC2)c2c1CCCC2	7.0	-5.4
CC1(Cc2ccc(Cl)cc2)C(=O)Nc2ccc(S(=O)(=O)NC3CCCCC3)cc21 (centres undefined)	-13.8	-3.6
CCOC(=O)C1(Cc2ccccc2C(F)(F)F)CCN(C(C)CSC)CC1 (centres undefined)	-4.9	13.1
O=C(c1cc(-c2ccccc2)n[nH]1)N1CCc2c([nH]c3ccccc23)C1c1ccccn1 (centres undefined)	2.3	0.9
O=C(C=Cc1ccccn1)c1ccccc1O	-1.3	2.5
Cc1ncc(C(=O)Nc2ccccc2)[nH]1	-2.6	-4.2

# (list continues)
compound	H9c2 TAG inh	H9c2 TAG inh DAPI viability
COc1ccc(OCC(=O)Nc2ccc(S(=O)(=O)N(C)c3ccccc3)cc2)cc1	-30.1	4.2
COc1cccc(NC(=O)CN(C)C(=O)CSC(=S)N2CCCC2)c1	-3.2	6.1
CCOc1ccc(Nc2c3ccccc3nc3ccccc23)cc1	-3.7	-11.9
Cc1cc(C(C#N)c2ccccc2)n2ncnc2n1 (centres undefined)	-20.8	9.3
Cc1ccnc(NC(=O)c2ccc3c(c2)C(=O)N(CC2CCCO2)C3=O)c1 (centres undefined)	12.3	-6.4
Cc1ccc(C)c(Sc2ccc(S(=O)(=O)Nc3ccc(C(=O)O)cc3)cc2)c1	2.9	-0.4
CN1CCN(/N=C/c2nc(-c3ccccc3Cl)n3ccccc23)CC1	7.9	17.6
Cc1cc(C)c2cc(CN(CCO)C(=O)Nc3ccc(F)cc3)c(=O)[nH]c2c1	0.2	-2.1
O=C(O)CCCCOn1ccnc1	1.1	1.9

# Whole records from above. Values in the order: H9c2 TAG inh | H9c2 TAG inh DAPI viability
# Cc1ccnc(NC(=O)c2ccc3c(c2)C(=O)N(CC2CCCO2)C3=O)c1 (centres undefined) in the list: 12.3 | -6.4
# CN1CCN(/N=C/c2nc(-c3ccccc3Cl)n3ccccc23)CC1 in the list: 7.9 | 17.6
# Cc1cc(C(C#N)c2ccccc2)n2ncnc2n1 (centres undefined) in the list: -20.8 | 9.3
